Assay outcomes as filed in PubChem.
CTSL1 counter – counter-screen for PFM18AAP inhibitors: inhibitors of F. hepatica cathepsin L1. recombinant F. hepatica cathepsin L1, Z-Leu-Arg-MCA fluorescence. inhibition, % at 5.96 µM. 0.49% of 300,000 active. AID 1906;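 active = inhibition above the mean of all tested compounds plus 3 SD, set per screening campaign, cut at about 17% in these data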;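 also: 0% = plate median of test compound wells and 100% = 1 µM Z-Phe-Ala-diazomethylketone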
PP1 inh – blocks human PP1-alpha phosphatase, a PP5 counter-screen; P62136; 0.9% of 320,000 active; purified PP1alpha, OMFP fluorescence; inhibition, % at 6.7 µM;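 active = inhibition above the mean inhibition of all tested compounds plus 3 SD, computed separately for each screening campaign, cut at about 15% in these data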
procasp7 counter – counter-screen: procaspase-7 (human) activation; recombinant procaspase-7, Ac-DEVD-pNA absorbance 405 nm; D23A/D198A/D206A triple mutant, cannot self-cleave; scale: DMSO 0, 5 µM enzyme 100; AID 463210; 0.093% of 330,000 active; activation, % at 8.5 µM; P55210;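 active = percent activation above the screen-wide mean plus 3 SD, cut at about 25% in these data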
Target sequence (P55210 whole entry D23A/D198A/D206A): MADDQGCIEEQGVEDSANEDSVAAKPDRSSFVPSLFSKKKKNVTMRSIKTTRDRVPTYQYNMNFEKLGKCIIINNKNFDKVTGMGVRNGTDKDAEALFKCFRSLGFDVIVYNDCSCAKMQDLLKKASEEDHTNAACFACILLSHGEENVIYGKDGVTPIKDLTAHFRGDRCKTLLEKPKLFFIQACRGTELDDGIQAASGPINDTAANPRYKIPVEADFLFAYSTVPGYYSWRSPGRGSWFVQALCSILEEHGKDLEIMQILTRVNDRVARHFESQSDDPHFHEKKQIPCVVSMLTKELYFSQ
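buffer or medium = Zinc-free HEPES/NaCl buffer, pH 7.4 | material = Procaspase-7 triple mutant (PC-7 D3A) | input = 2 µM procaspase-7 mutant as dispensed | signal = Epi-absorbance of released pNA at 405 nm, two timepoints | timing = 1 h preincubation, 2 h reaction | replicates = singlicate compound testing | evaluation = % activation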
HCV core dimer – HCV core protein dimerization inhibition; TR-FRET GST/Flag-core106 dimerization, 1536-well; inhibition, % at 5 µM; 0.33% of 300,000 active; AID 1899;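 active = inhibition above the mean of all tested compounds plus 3 SD, set per screening campaign, cut at about 45% in these data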
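System: GST-tagged and Flag-tagged HCV core protein residues 1-106 / Input: core106 proteins, GST 13.5 nM and Flag 17 nM / Buffer or medium: KF-containing HEPES buffer, pH 7.45, DTT, CHAPS, BSA / Probe or stimulus: Eu-anti-GST and XL665-anti-Flag labelled anti-tag antibodies / Schedule: 4 h, 22.5 °C incubation / Technique: TR-FRET 671 and 617 nm emission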
PAFAH2 FP inh – inhibitors of human PAFAH2; Q99487; recombinant PAFAH2, FP-rhodamine activity probe, fluorescence polarization; inhibition, % at 3.39 µM; 0.99% of 340,000 active;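 active = inhibition above the mean over all tested compounds plus 3 SD, cut at about 30% in these data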;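 also: inhibitors block probe labeling of enzyme so polarization drops; 0% = enzyme with DMSO and 100% = wells lacking PAFAH2 protein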
procasp3 activ – activators of human procaspase-3; P42574; recombinant procaspase-3 D3A, Ac-DEVD-pNA absorbance 405 nm; activation, % at 8.5 µM; 0.11% of 330,000 active;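 active = activation above the mean of all tested compounds plus 3 SD, cut at about 21% in these data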;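 also: 0% = DMSO alone and 100% = DMSO wells spiked with extra 5 µM PC-3 D3A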
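Test system: Procaspase-3 D3A mutant, all three cleavage aspartates alanine | Dosing: Single dose, 8.5 µM nominal compound, 0.8% DMSO | Schedule: 1 h preincubation, 2 h reaction | Technique: 405 nm absorbance of p-nitroaniline, reads at 0 and 120 min | Repeats: One well per compound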
AHR act – activates the human aryl hydrocarbon receptor; P35869; AHR-responsive luciferase reporter cells, luminescence; activation, % at 5 µM; 2.5% of 320,000 active; in the data active = activation above about 47%;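 also: 0% = vehicle wells and 100% = reference agonist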
PP5 inh – PP5 (human) phosphatase inhibition | purified PP5c, OMFP substrate fluorescence | inhibition, % at 6.7 µM | AID 1987 | 0.18% of 320,000 active;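 active = inhibition above the campaign's mean inhibition across all tested compounds plus 3 SD, cut at about 9.5% in these data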;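 also: 0% = DMSO only and 100% = 100 µM cantharidin control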
Target sequence (P53041 whole entry, looked up): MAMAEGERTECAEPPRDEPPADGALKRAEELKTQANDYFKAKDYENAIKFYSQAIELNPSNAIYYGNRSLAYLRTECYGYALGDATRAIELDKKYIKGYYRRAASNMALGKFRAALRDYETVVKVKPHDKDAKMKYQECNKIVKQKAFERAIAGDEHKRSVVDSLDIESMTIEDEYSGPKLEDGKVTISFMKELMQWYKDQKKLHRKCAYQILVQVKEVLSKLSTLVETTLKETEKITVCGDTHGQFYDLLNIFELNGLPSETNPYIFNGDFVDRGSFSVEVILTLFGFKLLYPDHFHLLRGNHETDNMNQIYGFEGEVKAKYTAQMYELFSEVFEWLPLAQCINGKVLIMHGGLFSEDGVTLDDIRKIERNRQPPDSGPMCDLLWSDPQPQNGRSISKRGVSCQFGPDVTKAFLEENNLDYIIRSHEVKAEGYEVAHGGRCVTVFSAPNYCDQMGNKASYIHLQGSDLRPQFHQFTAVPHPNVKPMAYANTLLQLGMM
TPT1 inhibitor – blocks Candida albicans tRNA 2'-phosphotransferase | AID 1962 | inhibition, % at 5 µM | 0.81% of 300,000 active | recombinant caTPT1, FP RNA substrate dephosphorylation;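 active = inhibition above the mean of all tested compounds plus 3 SD, set per screening campaign, cut at about 24% in these data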;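 also: plate controls were DMSO alone for no effect and ferristatin control at 100 nM for full effect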
Starred values were filed as active, the others as inactive; nt = no result given.

Structure	CTSL1 counter	PP1 inh	procasp7 counter	HCV core dimer	PAFAH2 FP inh	procasp3 activ	AHR act	PP5 inh	TPT1 inhibitor
CN1CCN(/N=C/c2ccc(-c3ccc([N+](=O)[O-])cc3)o2)CC1	8	1	-4	-10	4	-1	39	-2.5	11
O=Cc1cn(CCC(=O)O)nc1-c1cccc(Cl)c1	-2	2	-1	0	0	1	0	1.3	-3
COC(=O)NCCc1cc(OC)c(OC)cc1S(=O)(=O)N1CC(=O)Nc2ccccc21	-4	-4	-2	-2	3	-6	12	1.7	0
CC1(C)NC(=O)N(CC(O)COc2ccccc2-c2ccccc2)C1=O (stereo unspecified)	-1	1	17	-2	-1	3	8	1.3	-1
CCCN(CCC)c1nc(C)cc(C(C#N)c2nc3ccccc3o2)n1 (stereo unspecified)	-2	-3	-7	-1	nt	-5	2	-0.5	3
COc1ccc(OC)c(S(=O)(=O)N2CCC(C(=O)N3CCCCCC3)CC2)c1	5	1	-5	-3	-12	-12	1	1.8	-3
O=C(Nc1ccsc1C(=O)O)c1cccc(Oc2ccccc2)c1	1	3	-2	-1	-4	0	6	1.2	-4
CC(C)(C)c1ccc(S(=O)(=O)C(C)(C)C)cc1	-3	3	-3	-2	-2	-2	2	1.9	0
Cc1ccc(NS(=O)(=O)c2ccc(NC(=O)CSc3ccc(Cl)cc3)cc2)c(C)c1	4	5	5	16	-7	3	1	0.0	1
CC(CC1CC(C)(C)OC1=O)C(=O)Nc1ccc([N+](=O)[O-])cc1 (stereo unspecified)	-4	3	-4	-12	6	4	0	-2.6	-4
O=S(=O)(c1ccccc1)n1ccc(-c2cnc(-c3ccccc3)s2)n1	-3	0	8	-8	-5	9	3	1.5	-4
CCn1c(-c2nn(C)c(C)c2Cl)n[nH]c1=S	-1	3	-16	-2	-2	-3	-5	1.2	0
CN1CCc2nc(NC(=O)COc3ccc4ccccc4c3)sc2C1	2	3	7	8	-5	12	6	-0.5	4
CCCn1nc(C(=O)NNC(=O)c2cc(S(=O)(=O)NC)ccc2Br)c2ccccc2c1=O	-9	5	3	-4	-1	11	-1	-2.0	4
Cc1ccccc1NS(=O)(=O)c1cc(C(=O)NCc2ccco2)ccc1C	-5	0	-2	0	8	4	1	3.0	0

More structures
Structure	CTSL1 counter	PP1 inh	procasp7 counter	HCV core dimer	PAFAH2 FP inh	procasp3 activ	AHR act	PP5 inh	TPT1 inhibitor
O=C(COn1nnc2ccccc21)N1CCN(Cc2ccccc2)CC1	-1	0	7	2	8	7	1	0.1	1
COc1ccc(C2C(C(N)=O)=C(C)Nc3nc(-c4ccccc4OC)nn32)cc1OC (stereo unspecified)	5	-1	3	1	-1	-8	8	1.5	-3
O=[N+]([O-])c1ccccc1-c1ccc(C(=S)N2CCCCC2)o1	2	-2	-35	1	25	-26	26	-1.2	-3
CCCCOC(=O)C1C2C=CC3(CN(CCc4ccccc4)C(=O)C13)O2 (stereo unspecified)	4	-3	3	-3	0	-3	-1	3.8	4
O=C(NC1CCCN(c2ccc(C(F)(F)F)cn2)C1)c1ccncc1 (stereo unspecified)	-2	0	12	-1	1	7	1	-1.1	-2
CCOC(=O)CC1C(=O)NCCN1C(=O)c1c(F)cccc1F (stereo unspecified)	6	2	-6	-4	0	-1	0	1.7	-2
CCOC(=O)c1[nH]c(C)c(C(=O)NCCCN2CCOCC2)c1C	-1	0	-1	-1	-6	3	-2	1.5	1
CCCCNC(=O)/C=C/c1ccc(S(=O)(=O)Nc2ccc(OC)cc2)cc1	0	2	-2	-1	2	0	4	1.9	0
COc1ccc2nc(NC(=O)CSc3ccccc3)sc2c1	3	2	9	13	0	-3	11	2.0	-2
COc1ccc(Br)cc1CNC(=O)CCc1nc(-c2ccc(C)cc2)no1	-2	-1	13	1	1	-6	3	1.1	0
COc1ccc(C(=O)N2CCN(CCNC(=O)C(=O)Nc3ccc(F)cc3)CC2)cc1	3	-1	0	-4	-8	-2	-3	3.8	2
CN(c1nc(-c2ccccc2)cs1)C1CCS(=O)(=O)C1 (stereo unspecified)	3	-2	2	-6	-3	3	1	0.9	-3
Cc1cccc(NC(=O)CNC(=O)c2cccc(S(=O)(=O)NCc3cccs3)c2)c1C	nt	-4	7	nt	-9	3	6	-0.2	nt
COc1ccc(C(CC(=O)N2CCCC2)c2c(OC)cc(OC)c3ccc(=O)oc23)cc1 (stereo unspecified)	1	-1	0	-10	-1	2	1	0.6	-3
CCOc1ccc(OCC)c(NC(=O)CSc2nc3cccnc3n2C)c1	-4	1	3	4	0	0	12	1.2	-3

Further results:
Structure	CTSL1 counter	PP1 inh	procasp7 counter	HCV core dimer	PAFAH2 FP inh	procasp3 activ	AHR act	PP5 inh	TPT1 inhibitor
O=C(N/N=C/c1cc([N+](=O)[O-])ccc1Cl)c1cnccn1	3	0	8	-5	3	-9	25	-0.9	-3
Cn1ccnc1SCC(=O)Nc1cccc(C#N)c1	nt	nt	4	nt	-4	2	6	nt	nt
O=C1c2ccccc2S(=O)(=O)c2cc(N3CCC(C(=O)N4CCCCC4)CC3)ccc21	3	1	-21	10	nt	-5	3	0.8	58*
CCN(CC)CCN1C(=O)C(=O)/C(=C(/O)c2c(C)[nH]c(C(=O)OC)c2C)C1c1cccc(OC)c1 (stereo unspecified)	-6	-11	5	-8	-3	2	1	1.3	1
CCN1CCN(C(=O)CN(CC)S(=O)(=O)c2ccc3ccccc3c2)CC1	0	3	-10	5	5	10	-3	3.8	-2
Cc1cc(C)nc(SCc2ccc(C(=O)N/N=C3\CCCC(=O)C3)cc2)n1	-2	0	1	0	-5	-10	-1	2.9	-3
Cc1ccc(C2(C)NC(=O)N(CC(=O)Nc3cc(C)on3)C2=O)cc1 (stereo unspecified)	-5	-2	4	0	1	4	3	-1.1	0
COc1ccc(/C=N/NC(=O)CC(=O)NC2CCCCC2)cc1	-3	-4	9	-2	-3	9	0	2.6	-3
COc1cc(C2=CCN(C(C)=O)CC2)ccc1OC(C)=O	-5	-3	3	-6	-18	2	11	2.3	0
O=C(Nc1cccc(C(=O)N2CCCc3ccccc32)c1)c1ccccc1	0	3	1	-5	-1	6	12	3.0	3
O=C(NCc1ccco1)c1nn2cccnc2c1Cl	3	-3	0	-3	2	5	4	0.4	-2
CN(C)/C=C(\C#N)C(=O)N/N=C(\CC(=O)C(F)(F)F)c1ccco1	-2	1	5	-1	0	1	1	-0.6	2
COc1cccc(NC(=O)CN2C(=O)NC(C)(c3ccc(C)cc3)C2=O)c1 (stereo unspecified)	-6	-4	7	1	-8	6	6	3.3	-5
CC1CCN(c2nc3ccccc3nc2N2CCC(C)CC2)CC1	-2	0	6	-1	nt	-1	-1	0.1	-3
CCC1(c2ccccc2)NC(=O)N(CC(=O)N(C)CC(=O)Nc2ccc(F)c(F)c2F)C1=O (stereo unspecified)	-5	-4	3	-3	-2	8	3	0.7	0

Other entries:
Structure	CTSL1 counter	PP1 inh	procasp7 counter	HCV core dimer	PAFAH2 FP inh	procasp3 activ	AHR act	PP5 inh	TPT1 inhibitor
O=C(c1ccc(N2CCOCC2)c([N+](=O)[O-])c1)N1CCN(Cc2ccccc2)CC1	2	-3	4	11	3	3	-2	-1.2	-2
COc1ccc(C(=O)NNc2cc(C)nc(NNC(=O)c3ccc(OC)cc3)n2)cc1	0	1	1	-4	9	-2	2	-0.5	-6
O=C(O)CCNS(=O)(=O)c1ccc2ccccc2c1	1	1	-2	-1	3	5	1	2.4	6
O=C1C=C(c2cccc(Cl)c2)C[C@@H](c2ccc(Cl)cc2)C1	nt	-6	1	nt	-4	10	-5	0.4	nt
CN(C)c1oc(-c2ccco2)nc1C#N	4	-1	19	-3	3	1	-7	-1.8	-5
O=C1C(Cl)=C(NCc2cccnc2)C(=O)c2ccccc21	27*	-1	-15	-18	7	5	-2	2.4	-2
COc1cc(NC(=O)CCN2CCN(CCO)CC2)cc(OC)c1	-4	-5	-1	-4	-3	0	2	-0.5	-3
O=C(NCCCn1ccnc1)c1nc(Cn2cc(Br)cn2)no1	-1	6	3	1	-5	5	24	3.0	-2
COc1ccc(S(=O)(=O)NCC(=O)NCc2cc(=O)n(C)c(=O)n2C)cc1F	0	-4	14	4	-4	-2	1	-1.5	-3
CCc1nnc(NC(=O)CSc2ccc(-c3nc4ccccc4[nH]3)cn2)s1	3	3	-3	12	-22	0	21	0.8	-4
COc1ccc(NC(=O)CCNS(=O)(=O)c2cccc3nonc23)cc1	0	0	-1	0	7	5	0	-1.5	-3
CCC(C)NC(=O)CCn1c(-c2ccc(F)cc2)cc(C(C)=O)c1C (stereo unspecified)	5	-3	4	4	9	4	3	0.2	-2
CCC(=O)C(C#N)(c1ccc(OC)c(OC)c1)C(C)C (stereo unspecified)	nt	-4	4	nt	-2	5	-4	1.9	nt
COc1cccc(-n2nc(C(N)=O)c(O)cc2=O)c1	0	-3	-6	1	-5	-8	0	1.3	-2
CCC(c1nnc(SCCNCCO)n1CCN1CCOCC1)N(C)C (stereo unspecified)	-2	1	-7	13	nt	5	-1	0.0	0
